# Bioassay records: PubChem BioAssay, The Scripps Research Institute Molecular Screening Center
# PLCg1 inh: inhibitors of human phospholipase C gamma1; AID 720700; 0.84% of 370,000 active; P19174; inhibition, % at 12.2 µM; purified PLC-gamma1, fluorogenic substrate, fluorescence; in the data active = inhibition above about 9.5%
# DDE Tn6 FP inh: DD(E)-Tn6 binding inhibition, primary FP screen | P02675 | Fibrin DD(E) TRITC-Tn6 fluorescence polarization displacement | inhibition, % at 8.3 µM | 0.21% of 370,000 active | AID 720509;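 active = inhibition above a per-campaign cutoff: mean of compounds within control limits plus 3 SD, cut at about 15% in these data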;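 also: 0% = median of all compound wells on the plate and 100% = blocking peptide control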
# PLCb3 inh: PLC-beta3 (human) inhibition, primary screen. Q01970. Purified PLC-beta3, fluorogenic substrate, fluorescence. inhibition, % at 12.2 µM. 0.18% of 370,000 active. AID 720704; in the data active = inhibition above about 11%;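 also: 0% = median of compound wells on plate and 100% = full blocker control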
# ASAP1 GAP inh: inhibitors of human ASAP1 ArfGAP activity; inhibition, % at 16.5 µM; ASAP1-stimulated ARF1 GTP hydrolysis, GDP FP detection; 0.19% of 360,000 active; AID 624377; Q9ULH1; in the data active = inhibition above about 25%;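 also: 0% = vehicle with enzyme and substrate and 100% = no enzyme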
# ADAM10 inh: inhibits human ADAM10 | recombinant ADAM10, EDANS/DABCYL FRET peptide cleavage, 3 h | inhibition, % at 7 µM | 0.62% of 370,000 active;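 active = inhibition above a per-campaign cutoff equal to the mean of compounds falling between control-based bounds plus 3 SD, cut at about 20% in these data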;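 also: 0% = DMSO wells while the 100% control is not disclosed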
# Target sequence (O14672 214-748 limits assumed): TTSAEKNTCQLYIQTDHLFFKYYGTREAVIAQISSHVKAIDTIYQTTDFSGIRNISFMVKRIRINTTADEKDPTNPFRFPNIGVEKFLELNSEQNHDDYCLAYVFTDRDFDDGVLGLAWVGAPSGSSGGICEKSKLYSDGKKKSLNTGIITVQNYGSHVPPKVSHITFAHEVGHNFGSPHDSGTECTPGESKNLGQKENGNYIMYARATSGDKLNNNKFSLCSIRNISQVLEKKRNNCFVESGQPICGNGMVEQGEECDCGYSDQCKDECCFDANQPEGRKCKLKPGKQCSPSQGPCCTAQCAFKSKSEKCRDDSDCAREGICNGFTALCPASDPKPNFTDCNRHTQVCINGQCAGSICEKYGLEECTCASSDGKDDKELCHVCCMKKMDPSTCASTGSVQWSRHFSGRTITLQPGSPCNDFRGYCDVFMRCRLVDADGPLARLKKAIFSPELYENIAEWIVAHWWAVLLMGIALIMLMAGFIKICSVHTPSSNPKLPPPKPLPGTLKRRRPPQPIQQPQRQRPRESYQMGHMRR
# ADAM17 inh: inhibits human ADAM17. P78536. recombinant ADAM17, EDANS/DABCYL FRET peptide cleavage. inhibition, % at 6.95 µM. 0.83% of 370,000 active;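 active = inhibition above the mean of compounds lying between control limits plus 3 SD, set per campaign, cut at about 8.5% in these data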;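 also: 0% = DMSO-only wells as the low control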
# SIAE primary: human SIAE inhibition, primary screen; Q9HAT2; SIAE FP-Rh probe binding, fluorescence polarization; inhibition, % at 9.66 µM; 0.69% of 370,000 active;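 active = inhibition above a cutoff: mean of compounds within the control limits plus 3 SD of those, cut at about 17% in these data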;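 also: 0% = plate median of compound wells and 100% = probe without SIAE protein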
# TDP2 absorb: blocks human TDP2 phosphodiesterase activity | O95551 | recombinant TDP2, T5PNP hydrolysis, p-nitrophenol absorbance 415 nm | inhibition, % at 12.8 µM | 0.34% of 370,000 active;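 active = inhibition above the mean of all tested compounds plus 3 SD, set per campaign, cut at about 25% in these data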;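 also: 0% = DMSO with enzyme and 100% = buffer with substrate but no TDP2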
# Target sequence (O95551 whole entry, looked up): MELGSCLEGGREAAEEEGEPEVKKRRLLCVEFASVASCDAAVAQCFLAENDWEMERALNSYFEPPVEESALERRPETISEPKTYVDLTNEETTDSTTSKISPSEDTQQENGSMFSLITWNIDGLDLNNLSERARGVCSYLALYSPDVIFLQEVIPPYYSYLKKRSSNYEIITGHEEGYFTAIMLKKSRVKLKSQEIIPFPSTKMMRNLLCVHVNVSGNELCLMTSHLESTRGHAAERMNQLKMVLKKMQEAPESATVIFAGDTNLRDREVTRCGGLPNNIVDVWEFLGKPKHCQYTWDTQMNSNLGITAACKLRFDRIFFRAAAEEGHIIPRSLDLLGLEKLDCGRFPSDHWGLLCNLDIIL
#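 Incubation: 2 h at 37 °C; Test system: recombinant human TDP2; Quantity: enzyme 120 nM; Read-out basis: percent inhibition; Medium: 50 mM Tris-HCl pH 7.5 with Mg2+, KCl, DTT, BSA; Repeats: single replicate; Compound: 12.8 µM single point, 1% DMSO; Signal: epi absorbance; Reagent: 5 mM T5PNP chromogenic substrate; Benchmarks: no-enzyme high, DMSO-plus-enzyme low.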
# DDE Tn7 FP inh: DD(E)-Tn7 binding inhibition, primary FP screen. 0.13% of 370,000 active. AID 720508. inhibition, % at 8.3 µM. FP displacement of FITC-Tn7 peptide from fibrin DD(E); 0% = median of compound wells per plate. P02675;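 active = inhibition above the mean of compounds falling within the control limits plus 3 SD of them, cut at about 14% in these data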;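 also: 0% = plate median of compound wells and 100% = 10 µM Aha-Tn7 peptide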
#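 Assay system: Fibrin-DD(E) protein isolated from polymerized human fibrin clots; read-out basis: percent inhibition; medium: Tris/NaCl/CaCl2 buffer, pH 7.8; signal: FP measurement; incubation: 10 min plus 3 h, room temperature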
# ARFGAP1 inh: inhibitors of rat ARFGAP1. inhibition, % at 16.5 µM. Arfgap1-stimulated ARF1 GTP hydrolysis, GDP FP detection. 0.26% of 360,000 active;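 active = inhibition above a per-plate limit, mean inhibition of low control wells plus 3 SD, cut at about 25% in these data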;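 also: 0% = DMSO wells with enzyme and 100% = wells lacking Arfgap1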
# Target sequence (Q62848 1-136 limits assumed): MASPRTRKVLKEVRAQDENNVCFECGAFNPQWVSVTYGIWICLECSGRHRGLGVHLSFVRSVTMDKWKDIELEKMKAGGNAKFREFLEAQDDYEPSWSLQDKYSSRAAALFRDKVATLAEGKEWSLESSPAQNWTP
#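 Material – truncated rat Arfgap1 GAP domain · Buffer or medium – HEPES-based buffer, pH 7.5 · Reagent – human ARF1(Δ1-17)-GTP substrate · Dosing – 16.5 µM single point, 1.26% DMSO · Schedule – GTP hydrolysis reaction 2 h at 25 °C · Technique – GDP detection by fluorescence polarization · Benchmarks – No-Arfgap1 wells (100%) versus DMSO full-reaction wells (0%) · Repeats – single replicate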
# * marks the source's active call; other numbers are inactive results; i = inactive; x = no result given. Outcome played no part in choosing rows; about 3.6% have a hit in one of these screens.
item	molecule	PLCg1 inh	DDE Tn6 FP inh	PLCb3 inh	ASAP1 GAP inh	ADAM10 inh
1	CC(C)c1nc(CNC(=O)C2CCC(=O)N(CCc3cccc(F)c3)C2)cs1 (stereo not given)	5	-4	-7	2	3
2	CC(=O)c1cccc(S(=O)(=O)N2CCn3cccc3C2C)c1 (stereo not given)	-21	-3	-26	9	-19
3	COc1ccccc1CNc1nc2nc(C)cc(=O)n2[nH]1	0	-6	1	6	-3
4	CC(=O)Nc1cccc(NC(=O)C(F)(F)F)c1	3	3	0	8	-5
5	CCOc1ccccc1OCCCC(=O)Nc1cc(S(=O)(=O)N2CCCCC2)ccc1C	2	8	0	1	-5
6	CC(C)(C)S(=O)c1cccs1 (stereo not given)	5	2	4	-14	7
7	COc1ccc2cc3cc(C(=O)NCCC(C)C)oc3nc2c1	-130	0	-166	-6	i
8	COCCN(C(=O)CCC(=O)Nc1ccccn1)C(C(=O)NCCC(C)C)c1ccc(C)cc1 (stereo not given)	-1	-2	-5	-4	0

item	ADAM17 inh	SIAE primary	TDP2 absorb	DDE Tn7 FP inh	ARFGAP1 inh
1	0	-12	-15	6	3
2	-13	5	4	5	5
3	-3	0	8	-11	1
4	0	2	5	1	7
5	-2	0	4	8	-11
6	0	-2	-2	0	4
7	-380	-5	-10	1	-1
8	-5	-4	3	3	-1

# Carrying on:
item	molecule	PLCg1 inh	DDE Tn6 FP inh	PLCb3 inh	ASAP1 GAP inh	ADAM10 inh
9	COc1cc(/C=N/NC(=O)C2COc3ccccc3O2)cc(OC)c1OC (stereo not given)	-3	0	-2	7	-11
10	CCOC(=O)CSc1nc(NCc2ccco2)c2ccccc2n1	-3	-3	1	-13	-17
11	Cc1cc(NS(=O)(=O)c2ccc(OCCNS(C)(=O)=O)cc2)no1	2	-1	2	10	-13
12	COc1cccc(CNC(=O)Cn2nc(C)c([N+](=O)[O-])c2C)c1	0	3	-1	1	-1
13	CCN1CCN(C(=O)N(c2ccccc2)c2ccccc2)CC1	4	6	-3	-8	3
14	CCN(CC)c1ccc(C(=O)Nc2cccc(F)c2)cc1	-17	-5	-24	1	-11
15	CN1CCCC(OC(=O)CCCC(=O)OC2CCCN(C)C2)C1 (stereo not given)	0	-13	-1	-6	-4
16	CC1CC(C)CN(S(=O)(=O)c2ccc3c(c2)oc(=O)n3CC(=O)NCc2cccnc2)C1 (stereo not given)	-1	2	-9	2	-4

item	ADAM17 inh	SIAE primary	TDP2 absorb	DDE Tn7 FP inh	ARFGAP1 inh
9	-3	5	-5	-4	0
10	-6	-7	5	15*	-1
11	-2	4	-7	-4	2
12	-3	-2	10	5	-1
13	-2	1	3	2	1
14	-4	-1	-9	1	8
15	-3	3	2	0	-2
16	-4	-2	-4	2	19

# An excerpt of these results, as tab-separated lines:
no.	SMILES	PLCg1 inh	DDE Tn6 FP inh	PLCb3 inh	ASAP1 GAP inh	ADAM10 inh	ADAM17 inh	SIAE primary	TDP2 absorb	DDE Tn7 FP inh	ARFGAP1 inh
11	Cc1cc(NS(=O)(=O)c2ccc(OCCNS(C)(=O)=O)cc2)no1	2	-1	2	10	-13	-2	4	-7	-4	2
12	COc1cccc(CNC(=O)Cn2nc(C)c([N+](=O)[O-])c2C)c1	0	3	-1	1	-1	-3	-2	10	5	-1
13	CCN1CCN(C(=O)N(c2ccccc2)c2ccccc2)CC1	4	6	-3	-8	3	-2	1	3	2	1
14	CCN(CC)c1ccc(C(=O)Nc2cccc(F)c2)cc1	-17	-5	-24	1	-11	-4	-1	-9	1	8
15	CN1CCCC(OC(=O)CCCC(=O)OC2CCCN(C)C2)C1 (stereo not given)	0	-13	-1	-6	-4	-3	3	2	0	-2

# New compounds follow.
item	molecule	PLCg1 inh	DDE Tn6 FP inh	PLCb3 inh	ASAP1 GAP inh	ADAM10 inh
17	Cc1nc(CN2CCOCC2)cc(=O)[nH]1	2	2	5	0	6
18	COCC(C)NC(=O)CCS(=O)(=O)c1nc(-c2ccc(OC)cc2)cc(C(F)(F)F)n1 (stereo not given)	-2	-5	-11	-4	-9
19	Cc1ccc(S(=O)(=O)N(C)C)cc1NC(=O)C(C)OC(=O)/C=C/c1cccs1 (stereo not given)	-1	-2	-8	-3	-2
20	COC(=O)c1cc(=O)c2c(C)nc(C(Cl)(Cl)Cl)nc2[nH]1	-14	-5	-12	-7	-34
21	OCCN1CCN(c2ncnc3sc4c(c23)CCCC4)CC1	0	4	-4	7	6
22	C=CCn1cnc2sc(C(=O)Nc3ccccc3OC)c(C)c2c1=O	0	8	1	6	-2
23	Cn1cc(Br)cc2nc(C(F)(F)F)nc1-2	2	-4	2	8	11
24	COC(=O)CNC(=O)Cn1c(=O)n(Cc2ccc(F)cc2)c(=O)c2sccc21	0	-5	3	5	-3

item	ADAM17 inh	SIAE primary	TDP2 absorb	DDE Tn7 FP inh	ARFGAP1 inh
17	1	0	-10	-6	19
18	-6	-8	-3	-1	10
19	-4	4	6	-2	4
20	-14	1	1	4	-1
21	1	11	-9	-7	8
22	0	0	11	2	-7
23	-1	-2	1	2	6
24	-2	2	-5	-6	-2

# Later entries
item	molecule	PLCg1 inh	DDE Tn6 FP inh	PLCb3 inh	ASAP1 GAP inh	ADAM10 inh
25	O=C1NC2(CCC3(CC2)OCCO3)NN1c1ccc(Cl)cc1	1	3	0	-11	-3
26	CC(=O)CC[C@@H]1CC[C@]2(CCCN(C(=O)c3ccc4ccccc4n3)C2)O1	3	9	4	x	-4
27	CC(=O)Nc1c(C(=O)O)oc2ccc(Cl)cc12	-3	-1	-3	7	-2
28	C=CC[N@@+]12CC[C@]34c5ccccc5N5/C=C6\C7N(/C=C(\C53)[C@@H](C[C@@H]41)/C(=C/CO)C2)c1ccccc1[C@@]71CC[N@@+]2(CC=C)C/C(=C\CO)[C@@H]6C[C@@H]12 (stereo not given in full)	-10	1	-12	-2	-6
29	O=C(N/N=C/c1ccc(OC2CSC2)cc1)c1ccc(CN2CCOCC2)cc1	3	-8	-11	3	-2
30	CCOC(=O)C1=C(N)Oc2c(c(=O)[nH]c3ccccc23)C1c1ccccc1 (stereo not given)	-44	3	-69	11	-44
31	COc1ccc(-c2cc(C(=O)NN=C/C(C)=C/c3ccccc3)[nH]n2)cc1	5	0	0	x	5
32	COC(=O)c1ccccc1N/C=C1\CCc2c(c(C)nn2-c2ccccn2)C1=O	-20	-5	-31	6	-21

item	ADAM17 inh	SIAE primary	TDP2 absorb	DDE Tn7 FP inh	ARFGAP1 inh
25	-5	7	-5	5	-3
26	0	-6	-6	2	x
27	-3	1	13	-1	-5
28	-1	-8	2	0	4
29	2	-3	-16	6	3
30	-19	4	1	9	2
31	0	-18	-13	-9	x
32	-3	-3	1	1	7

# Next structures.
item	molecule	PLCg1 inh	DDE Tn6 FP inh	PLCb3 inh	ASAP1 GAP inh	ADAM10 inh
33	N#CC1(NC(=O)COC(=O)c2ccccc2[N+](=O)[O-])CCCCC1	-1	6	4	-10	-6
34	CC1=C(CC(=O)O)c2cc(F)ccc2/C1=C/c1ccc(S(C)=O)cc1 (stereo not given)	8	2	-4	0	-13
35	Cn1c(N)c(C(=O)COC(=O)/C=C/c2ccc(Cl)c(Cl)c2)c(=O)n(C)c1=O	0	0	-1	-9	-9
36	CCCCNC(=O)CSc1nc(N)c(C(=O)Nc2ccc(OC)cc2)s1	4	0	-1	-11	10
37	COC(=O)[C@]12C[C@H](CC(=O)NCc3cccs3)C(=O)N(CCC3=CCCCC3)C1=C[C@H](C(C)(C)C)O[C@@H]2C	2	7	2	10	2
38	O=C(COc1ccc(/C=N/NS(=O)(=O)c2ccccc2)cc1)NCc1ccccc1	5	-8	2	-3	4
39	O=C(CCCSc1nc2ccccc2[nH]1)Nc1ccccc1	6	0	6	7	-3
40	COc1ccc(C(=O)Nc2nc(C)cs2)cc1S(=O)(=O)N1CCCC1	-3	-3	-5	10	4

item	ADAM17 inh	SIAE primary	TDP2 absorb	DDE Tn7 FP inh	ARFGAP1 inh
33	-2	-8	-12	-1	1
34	3	2	-9	3	-1
35	-2	-1	11	-4	-11
36	-4	4	-5	-5	-4
37	1	-2	6	4	8
38	-1	-2	-5	-7	4
39	1	-2	-8	-8	5
40	-2	-6	7	-2	2

# Next results follow.
item	molecule	PLCg1 inh	DDE Tn6 FP inh	PLCb3 inh	ASAP1 GAP inh	ADAM10 inh
41	NC(=O)c1ccc(Br)c(S(=O)(=O)N2CCCCC2)c1	1	1	1	9	-7
42	Cc1ccc(-c2nnn(CC(=O)N3C(C)CCCC3C)n2)cc1 (stereo not given)	-2	1	0	-2	-16
43	CC(Sc1nc2ccccc2c(=O)n1C)C(=O)N(C)C1CCCCC1 (stereo not given)	-3	1	-4	5	2
44	COc1ccccc1C(=O)NNC(=O)c1ccc(O)cc1	1	11	3	-11	-3
45	O=C(CN1C(=O)c2cccc3cccc(c23)C1=O)N1CCN(c2ccccn2)CC1	7	0	2	-9	3
46	O=C(N/N=C/c1ccc(O)c([N+](=O)[O-])c1)C1CC1(c1ccccc1)c1ccccc1 (stereo not given)	1	1	2	-13	-1
47	COc1cnc(-c2ccccc2)nc1Oc1cccc(C)c1C	1	5	4	7	-1
48	CCOC(=O)c1ccc(-n2c(C)nc3ccccc3c2=O)cc1	5	-6	5	-4	2

item	ADAM17 inh	SIAE primary	TDP2 absorb	DDE Tn7 FP inh	ARFGAP1 inh
41	0	-6	-4	3	5
42	-6	3	1	6	11
43	-2	-1	-10	-6	15
44	-2	13	9	5	0
45	0	3	-7	-6	0
46	2	2	-2	-2	5
47	3	5	1	-2	3
48	-2	-3	-9	1	14

# Next results follow.
item	molecule	PLCg1 inh	DDE Tn6 FP inh	PLCb3 inh	ASAP1 GAP inh	ADAM10 inh
49	CCC(=O)N1Cc2cc(C(=O)NCC(F)(F)F)nc(-c3cccc(-c4cncnc4)c3)c2[C@@H]1CCO	-1	-1	1	-1	-6
50	CC(NC(=O)C1CCC1)c1ccc(Cl)cc1 (stereo not given)	3	1	0	11	14
51	CC1CC1C(=O)OCC(=O)Nc1cccc(Br)c1 (stereo not given)	3	0	-1	-1	-6
52	COc1ccc(C(=O)n2c(C)c(CCO)c(=O)n2C)cc1	4	-2	10	4	2

item	ADAM17 inh	SIAE primary	TDP2 absorb	DDE Tn7 FP inh	ARFGAP1 inh
49	-1	2	4	1	4
50	-4	0	-2	-4	10
51	0	-6	-9	2	-1
52	5	-5	-18	-4	-3
